High-throughput results from PubChem BioAssay.
OX1R antag-1 – human HCRTR1 antagonism. CHO/OX1R cells, Fluo-8 calcium fluorescence, orexin A. inhibition, % at 5 µM. 330,000 compounds, 0.43% hits. AID 434989;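 active means inhibition above its plate's threshold, mean inhibition of all tested compounds on the plate plus 3 SD, cut at about 37% in these data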;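 further: 0% = orexin A challenge wells and 100% = SB-334867-A antagonist wells; not every result past the cut was called active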
Target sequence (O43613 whole entry, looked up): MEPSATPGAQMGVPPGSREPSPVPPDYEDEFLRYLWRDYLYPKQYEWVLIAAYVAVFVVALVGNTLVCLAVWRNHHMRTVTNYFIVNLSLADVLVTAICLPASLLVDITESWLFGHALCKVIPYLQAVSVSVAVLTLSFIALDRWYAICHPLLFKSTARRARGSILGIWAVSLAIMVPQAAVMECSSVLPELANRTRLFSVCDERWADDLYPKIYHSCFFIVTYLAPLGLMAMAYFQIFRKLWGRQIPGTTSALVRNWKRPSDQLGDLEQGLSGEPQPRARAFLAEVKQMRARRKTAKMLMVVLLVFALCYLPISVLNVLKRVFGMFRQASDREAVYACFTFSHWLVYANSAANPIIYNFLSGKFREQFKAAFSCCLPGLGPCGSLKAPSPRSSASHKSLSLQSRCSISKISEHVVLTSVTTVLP
OX1R antag-2 – antagonists of human orexin 1 receptor (OX1R) | O43613 | OX1R-expressing cells, FRET antagonist read-out | inhibition, % at 6.6 µM | 330,000 compounds, 1.8% hits | AID 485270; in the data active means inhibition mostly above about 38%, no sharp cut-off; inactive means mostly below about 40%;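 further: 0% = agonist challenge alone and 100% = reference antagonist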
Active calls of the source: *.

SMILES | OX1R antag-1 | OX1R antag-2
CCN(CC)C(=O)Cn1nc(-c2ccccc2O)nc1SCC(=O)Nc1ccc(OC)cc1 | 19 | 26
CC(=O)c1cccc(N(CC(=O)NC2CCCC2)C(=O)c2csnn2)c1 | -15 | 13
O=C(CCc1nc2ccccc2c(=O)[nH]1)N1CCN(c2ccc(F)cc2)CC1 | -36 | 15
CC(C)OCCCNC(=O)CCC(=O)NNc1nc2ccccc2c2nc(-c3ccccc3)nn12 | 19 | 66*
COC(=O)c1c(NC(=O)C2C3CCC(C3)C2C(=O)O)sc2c1CCCCC2 (configuration not stated) | -11 | 10
Cc1cc(NC(=O)c2ccccc2)nc(C)n1 | -10 | 8
CC(=O)N/N=C(\C)c1cccc(C(F)(F)F)c1 | 2 | 18
N#CCC(=O)Nc1ccc(C(=O)NCc2cccc(Cl)c2)cc1 | 1 | 8
O=C(NCc1ccco1)c1c(F)c(F)c(F)c(C(=O)NCc2ccco2)c1F | -14 | 11
COc1ccc(/C=C/c2c(-c3ccc(OC)cc3)oc3cccnc23)cc1 | -36 | 21
CC1CCN(C2=C(NS(=O)(=O)c3ccc(Cl)cc3)C(=O)c3ccccc3C2=O)CC1 | -63 | 30
CCNC(=O)c1c(NC(=O)c2cc(-c3cc(C)ccc3O)n[nH]2)sc2c1CCCC2 | -14 | 11
Cc1ccnc(NC(=O)C2CCN(S(=O)(=O)c3cccc4nonc34)CC2)c1 | -20 | 40
COCCCn1c(SCC(=O)N2CC(=O)Nc3ccccc32)nnc1-c1ccoc1C | -7 | 17
O=C(NC(NC(=O)c1ccccc1)c1cccc([N+](=O)[O-])c1)c1ccccc1 | -8 | 14
Cc1cc(C(=O)COC(=O)Cc2ccc(Br)cc2)c(C)n1C | -16 | 0
Cc1c(Cl)cccc1NC(=O)CC1Oc2ccccc2NC1=O (configuration not stated) | -27 | 0
COC(=O)c1ccc(CSc2nnc3ccccn23)o1 | -3 | 2
O=C(c1cccc(F)c1)N1CCN(c2cccc(Cl)c2)CC1 | -26 | 14
O=C(CCCN1C(=O)/C(=C\c2ccco2)SC1=S)Nc1ccc2ccccc2c1 | 45* | 85*
COc1ccc(-c2ccc(/C=C3/C(=N)N4C=CSC4=NC3=O)o2)c([N+](=O)[O-])c1 | 13 | 64*
CCOC(=O)C1CCCN(Cc2ccc(O)c(OC)c2)C1 (configuration not stated) | 3 | 16
O=C(NCCCc1ccccc1)c1cc([N+](=O)[O-])ccc1Cl | -9 | 31
Cc1ccccc1-n1c(=S)[nH]c2nc3c(cc2c1=O)CCCC3 | -15 | 0
O=S1(=O)[C@H]2C[C@@H]3C=C[C@@]2(CN1Cc1cccc(F)c1)O3 | -7 | 7

Copied from the list:
`CCN(CC)C(=O)Cn1nc(-c2ccccc2O)nc1SCC(=O)Nc1ccc(OC)cc1` in OX1R antag-1: 19
`COC(=O)c1c(NC(=O)C2C3CCC(C3)C2C(=O)O)sc2c1CCCCC2` (configuration not stated) in OX1R antag-1: -11

(cont.)
SMILES | OX1R antag-1 | OX1R antag-2
CCCCNC(=O)/C(C#N)=C/c1ccc(-c2ccc(S(=O)(=O)N3CCOCC3)cc2)o1 | -21 | 11
CN1CCO/C1=C(\C(Cl)=C(Cl)Cl)[N+](=O)[O-] | -3 | 13
Clc1ccc(SCc2csc(N3CCOCC3)n2)cc1 | -7 | 21
CC1(c2ccc(OC(F)F)cc2)NC(=O)N(CC(=O)Nc2ccc(F)cc2)C1=O (configuration not stated) | 23 | 10
COc1ccccc1NC(=O)C(=O)c1cn(CC(=O)N2CCCC2)c2ccccc12 | -28 | 5
CC(C)(C)NC(=S)Nc1ccc(Nc2ccccc2)cc1 | -3 | 12
O=C(COC(=O)c1ccc(Cl)nc1)Nc1cccc(S(=O)(=O)N2CCCCC2)c1 | 13 | 10
CN(C)CCCNC(=O)c1cc(S(=O)(=O)N2CCOCC2)ccc1F | -3 | 11
CCC1Oc2ccc(C)cc2N(CC(=O)NCc2cc(OC)ccc2OC)C1=O (configuration not stated) | -20 | 12
CCc1ccc(/C=C2/SC(=S)N(CCCC(=O)Nc3ccccc3C(=O)O)C2=O)cc1 | -10 | 13
CCc1cccc2c(/C=N/NC(=O)c3cccc(S(=O)(=O)Nc4ccccc4Cl)c3)c[nH]c12 | -7 | 20
COc1ccccc1NC(=O)N1CCCC1C(=O)NC1CCCCC1 (configuration not stated) | -40 | 15
Cc1ccc2[nH]cc(CCNC(=O)c3ccc4c(c3)OCO4)c2c1 | 0 | 14
NC(=O)C1CCN(C(=O)C2CC(=O)N(c3ccc4c(c3)OCCO4)C2)CC1 (configuration not stated) | 6 | -5
Cc1c(O)ccc2c(CC(=O)N[C@@H](Cc3c[nH]c4ccccc34)C(=O)O)cc(=O)oc12 | -4 | 3
COc1ccc(NC(=O)CN2CCC(n3c(C)nc4cc(F)ccc43)CC2)c(OC)c1 | -28 | 7
COc1ccc(C(=O)NN2C(=S)N(c3ccc(OC)cc3)C(=O)C2CC(N)=O)cc1 (configuration not stated) | -24 | 3
Cn1c(CO)cnc1S(=O)(=O)Cc1ccc([N+](=O)[O-])cc1 | -15 | 72
CCCCc1cc(=O)oc2cc(OCC(=O)N3CCC(C(N)=O)CC3)ccc12 | -8 | 13
Cc1cccc(NC(=O)C(C)OC(=O)c2ccccc2NS(=O)(=O)c2cc(C)c(C)c([N+](=O)[O-])c2)c1 (configuration not stated) | 1 | 48
Cc1ccc2nc(N3C(=O)C(O)=C(C(=O)c4ccc(C)o4)C3c3ccc(O)cc3)sc2c1 (configuration not stated) | -4 | -3
CS(=O)(=O)N(CCc1ccccc1)CC(=O)NCc1ccccn1 | -4 | 31
CC1=C(C(=O)Nc2cc(C(=O)NCCC(C)C)ccc2C)SCCO1 | -23 | -7
CC(C)(C)N(Cc1ccccc1)C(=O)COC(=O)CN1C(=O)C2CC=CCC2C1=O (configuration not stated) | -7 | 20
Cc1cc(C)cc(NC(=O)CSc2nnc(-c3ccccc3)n2N)c1 | -11 | 5

Entries of single compounds from above. Values in the order: OX1R antag-1	OX1R antag-2
Listed for COc1ccc(C(=O)NN2C(=S)N(c3ccc(OC)cc3)C(=O)C2CC(N)=O)cc1 (configuration not stated) → -24	3
Listed for CCC1Oc2ccc(C)cc2N(CC(=O)NCc2cc(OC)ccc2OC)C1=O (configuration not stated) → -20	12
Listed for COc1ccccc1NC(=O)N1CCCC1C(=O)NC1CCCCC1 (configuration not stated) → -40	15
Listed for Clc1ccc(SCc2csc(N3CCOCC3)n2)cc1 → -7	21
Listed for COc1ccccc1NC(=O)C(=O)c1cn(CC(=O)N2CCCC2)c2ccccc12 → -28	5

Other compounds follow:
SMILES | OX1R antag-1 | OX1R antag-2
CC(C)CN(C(=O)CSc1ncnc2sccc12)C1CCS(=O)(=O)C1 (configuration not stated) | -13 | 3
O=C(NNC(=O)c1cc(S(=O)(=O)N2CCOCC2)c(Cl)cc1Cl)c1ccccc1F | -24 | 5
O=C(O)CC(NCc1ccco1)C(=O)OCCc1ccccc1 (configuration not stated) | -4 | -3
CCCCS(=O)(=O)NC1=NCN(Cc2ccco2)CN1 | -18 | 0
Cc1nn(C)c(C)c1CN(C)C(=O)c1nn2c(c1Br)NC(c1cccs1)CC2C(F)(F)F (configuration not stated) | -41 | 13
CC(Oc1cccc2ccccc12)C(=O)N/N=C/c1cccnc1 (configuration not stated) | -3 | 12
NC(CCCCc1ccccc1)c1cccc2ccccc12 (configuration not stated) | -6 | 1
CCN(C(=O)Cc1cccs1)c1nnc(-c2cccnc2)s1 | -18 | 27
COCCNC(=O)c1cccc(OC2CCN(Cc3ccc(OC(F)F)cc3)CC2)c1 | -27 | 8
C=CCn1c(SCC#N)nnc1-c1ccc2ncccc2c1 | -7 | 2
CCn1c(=O)n(CC)c2cc(N3CCCC3)c(NC(=O)c3cccc(C)c3)cc21 | -36 | 28
CCOC(=O)CNC(=O)C(Cc1ccccc1)NS(=O)(=O)c1cccs1 (configuration not stated) | -18 | 23
Cc1ccccc1C(=O)NC1CCN(Cc2nnnn2C2CCCC2)CC1 | -23 | 20
COc1cccc(OCC(O)CN2CCN(c3ccccn3)CC2)c1 (configuration not stated) | 0 | 10
CCCCNC(=S)Nc1ccc2nc3n(c(=O)c2c1)CCCCC3 | -10 | 5
CCCC(CCC)=NNC(=O)c1ccccc1F | -8 | 17
CC(=O)NC1C(=O)N=C(SCC(=O)Nc2c(C)cccc2C)NC1=O (configuration not stated) | -7 | -4
CC1(C)OC(=O)C(=Cc2ccc(-c3ccc(Cl)c(C(=O)O)c3)o2)C(=O)O1 | -3 | 28
COc1ccccc1C(=O)NC(=O)CSc1nnc(C)s1 | 6 | 4
O=C(Nc1ccc(F)cc1)C1CC(=O)n2c(nc3ccccc32)N1 (configuration not stated) | 6 | -1
COc1cc(OC)cc(-c2c(-c3cccs3)c3cc(-c4ccc(OC)c(OC)c4)ccc3n2C)c1 | -61 | -5
Cc1oc2nc(SCC(=O)NCCCO)nc(N)c2c1C | -10 | 14
CCOc1ccc(-c2nc(CSCC(=O)NCCN3CCOCC3)c(C)o2)cc1 | -34 | 19
Cc1ccc(C(=O)N2CCCC2)cc1S(=O)(=O)N1CCOCC1 | -4 | 20
CC(C)Sc1nc2ccccc2n1CC(=O)O | -13 | 2

An excerpt from above in order of their number in OX1R antag-2, smallest number first.
Compound	OX1R antag-2
CC(C)Sc1nc2ccccc2n1CC(=O)O	2
CC(Oc1cccc2ccccc12)C(=O)N/N=C/c1cccnc1 (configuration not stated)	12
CCN(C(=O)Cc1cccs1)c1nnc(-c2cccnc2)s1	27

Structures from the list above that contain bromine:
SMILES | OX1R antag-1 | OX1R antag-2
Cc1cc(C(=O)COC(=O)Cc2ccc(Br)cc2)c(C)n1C | -16 | 0
Cc1nn(C)c(C)c1CN(C)C(=O)c1nn2c(c1Br)NC(c1cccs1)CC2C(F)(F)F (configuration not stated) | -41 | 13

New compounds follow
SMILES | OX1R antag-1 | OX1R antag-2
Cc1c(Br)c(C(N)=O)nn1C | 8 | 6
O=C1N(Cc2cccnc2)C[C@@H]2C[C@@H](c3ccc4nonc4c3)N3CCC[C@@]123 | 4 | 20
Cc1nn(Cc2ccccc2Cl)c2sc(C(=O)OC3CCCC3=O)cc12 (configuration not stated) | -29 | 29
COc1ccc(C(CNC(=O)C2CC(=O)N(Cc3ccccc3)C2)N2CCCC2)cc1 (configuration not stated) | -34 | -1
COc1cccc(C(=O)Nc2ccc(NC(=O)C3C4C=CC(C4)C3C(=O)O)cc2)c1 (configuration not stated) | -6 | 17
CC/C(=N/NC(=O)c1ccccc1)c1ccc(OCCN2CCOCC2)cc1 | -7 | 30
O=C(NCc1ccco1)c1ccc(COc2cccc3ccccc23)cc1 | -18 | 33
CC(=O)Nc1ccc(OC(=O)Cc2ccc(Cl)cc2)cc1 | -6 | -11
CCOC(=O)C1=C(C)Nc2ccccc2N=C1NC(=O)CCCN1C(=O)c2ccccc2C1=O | -18 | 1
CC(C)(C)C1CCC(OCC(O)CN2CCN(c3ccccn3)CC2)CC1 (configuration not stated) | -12 | 6
Cc1cc(C)cc(NC(=O)C2C3C=CC4(O3)C2C(=O)N(CCCN2CCCCC2)C4C(=O)NC2CCCCC2)c1 (configuration not stated) | 4 | 3
O=C(N/N=C/c1ccc(OCCCF)cc1)c1ccc(C(F)(F)F)cc1 | -9 | 0
N/C(CC1CC1(Cl)Cl)=N\OC(=O)c1ccccc1 (configuration not stated) | 0 | -1
CCC(C)(C)NC(=O)CN(CCc1cccc(C)c1)C(=O)c1csnn1 | -17 | 11
CCCn1c2ccccc2c2nnc(SCC(=O)Nc3nnc(CC(=O)OCC)s3)nc21 | -47 | 29
CC(=O)Nc1ccc(S(=O)(=O)N/N=C/c2ccc(C)s2)cc1 | -11 | 18
COc1ccc(C2CC(O)(c3ccccc3)Oc3cc(OC)c(OC)c(OC)c32)cc1 (configuration not stated) | -7 | 36
O=C(CCl)N(CCc1ccccc1)CCc1ccccc1 | -22 | 26
O=C(Nc1ccc(NC(=O)c2ccco2)nc1)c1ccco1 | -6 | 9
Cc1cc(C)cc(OCC(=O)NCCc2nc3ccccc3[nH]2)c1 | -29 | 20
CCOC(=O)c1c(C)[nH]c(C(=O)CSc2nccc(C)n2)c1C | 2 | 17
CC(Oc1ccc2ccc(=O)oc2c1)C(=O)NC1CC(C)(C)NC(C)(C)C1 (configuration not stated) | -16 | 3
CCOC(=O)C(=O)/C(C#N)=C/Nc1ccccc1 | -10 | 18
COc1cccc(C(C(=O)NC2CCCC2)N(Cc2ccco2)C(=O)c2ccco2)c1OC (configuration not stated) | -25 | 25
CN(C)S(=O)(=O)c1ccc(NC(=O)CN2C(=O)NC(Cc3ccccc3)C2=O)cc1 (configuration not stated) | 0 | -4
(next part)
SMILES | OX1R antag-1 | OX1R antag-2
CCN(CC)c1ccc(C=Nc2cc(C)ccc2C)c(O)c1 | -4 | 11
O=C(Nc1nc(-c2ccc3ccccc3c2)cs1)c1ccc(N2C(=O)CCC2=O)cc1 | -18 | 6
COc1cc(/C=N/N2CCN(C3c4ccccc4-c4ccccc43)CC2)cc(OC)c1O | -12 | 16
NC(=O)c1nn(-c2cccc(Cl)c2)c(=O)cc1O | 11 | 8
CCn1cc(C(=O)N2CCN(c3cccc(C)c3C)CC2)c(=O)c2ccc(C)nc21 | -31 | 8
O=C(Nc1ccc(Cl)cc1)N1CCOCC1 | -9 | -4
N#Cc1c(Nc2ccccc2)c(C=NCCN2CCOCC2)c[nH]c1=O | -5 | 15
Cc1ccc(S(=O)(=O)NC(=O)Nc2ccccc2F)cc1 | 3 | 7
COc1ccc(NC(=O)c2cc([N+](=O)[O-])ccc2O)cc1 | 33 | 70*
COC(=O)c1ccc(N2CCOCC2)c(NC(=O)c2ccc3c(c2)OCCO3)c1 | -7 | -4
CCOC(=O)c1sc(=NC(=O)c2cccc(OC)c2)n(C)c1C | 3 | 3
CC1SCC(=O)N(CC(=O)NCCc2ccccc2)C1=O (configuration not stated) | -14 | 25
CC(C(=O)Nc1ccc2c(c1)OCO2)N(C)CC(=O)Nc1ccccc1Cl (configuration not stated) | -26 | 1
